Screening results deposited in PubChem by Sanford-Burnham Center for Chemical Genomics.
SENP7 inh = inhibitors of human SENP7 protease | Q9BQF6 | recombinant SENP7, Z-RLRGG-aminoluciferin luminescence, 40 min | inhibition, % at 5 µM | 330,000 tested, 1.5% active;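 active = inhibition above about 50% at the single test dose, limit read from the data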;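 also: plate controls were DMSO with enzyme for no effect and no enzyme buffer wells for full effect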
Target sequence (Q9BQF6 706-1050 limits assumed): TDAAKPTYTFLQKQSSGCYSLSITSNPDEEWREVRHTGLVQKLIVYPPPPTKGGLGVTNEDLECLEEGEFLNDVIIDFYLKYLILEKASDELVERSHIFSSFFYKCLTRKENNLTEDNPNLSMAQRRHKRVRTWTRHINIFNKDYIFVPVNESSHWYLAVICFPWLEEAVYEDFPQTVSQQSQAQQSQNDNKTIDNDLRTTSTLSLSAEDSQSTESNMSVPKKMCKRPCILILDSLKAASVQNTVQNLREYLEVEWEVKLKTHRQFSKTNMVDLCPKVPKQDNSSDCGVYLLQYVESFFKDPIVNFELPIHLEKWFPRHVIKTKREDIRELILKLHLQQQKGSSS
UBC13 polyUb = human UBC13 polyubiquitination inhibition; UBC13 polyubiquitin chain formation, TR-FRET; inhibition, % at 20 µM; 330,000 tested, 0.47% active; in the data active = inhibition above about 45%, passing the limit was not always enough
Target sequence (P61088 whole entry, looked up): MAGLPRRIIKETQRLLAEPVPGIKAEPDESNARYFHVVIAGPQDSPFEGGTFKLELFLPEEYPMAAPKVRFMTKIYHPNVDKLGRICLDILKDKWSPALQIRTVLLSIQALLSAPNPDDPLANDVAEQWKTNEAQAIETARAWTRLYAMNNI
SENP1 FRET inh = inhibitors of human SENP1 SUMO protease catalytic domain; recombinant SENP1 catalytic domain, CyPet-SUMO1-YPet FRET cleavage; Q9P0U3; inhibition, % at 10 µM; 360,000 tested, 0.21% active;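 active = inhibition at least 30% at 10 µM, raw YFP signal under a set limit, fluorescence ratio 0.5 to 1.5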;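 also: 0% = enzyme with DMSO and 100% = no enzyme wells; some results filed as inactive read as strong as hits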
Target sequence (Q9P0U3 419-644 limits assumed): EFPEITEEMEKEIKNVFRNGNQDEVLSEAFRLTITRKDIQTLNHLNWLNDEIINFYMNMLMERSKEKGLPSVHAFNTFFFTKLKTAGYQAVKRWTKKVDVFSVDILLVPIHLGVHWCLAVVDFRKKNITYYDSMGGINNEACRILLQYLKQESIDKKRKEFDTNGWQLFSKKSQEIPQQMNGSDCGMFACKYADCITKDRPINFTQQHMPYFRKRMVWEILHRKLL
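Test system: human SENP1 catalytic domain; medium: Tris pH 8 buffer plus EDTA, NaCl, BME, BSA, NP40, catalase; incubation: 50 min reaction at room temperature; technique: FRET, CFP and YFP emission; controls: no-enzyme low control and enzyme-plus-DMSO high control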
HKDC1 inhibitor = inhibitors of human hexokinase HKDC1; Q2TB90; recombinant HKDC1, G6PDH/diaphorase resazurin coupled fluorescence; inhibition, % at 20 µM; 340,000 tested, 0.16% active; AID 493160;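 active = inhibition above about 35% when tested at 20 µM, limit read from the data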;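 also: plate controls were DMSO wells with enzyme for no effect and DMSO wells lacking enzyme for full effect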
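Test system: Recombinant HKDC1 (HK5) hexokinase enzyme, produced in-house | Input: HKDC1 at 5 µg/mL | Buffer or medium: Tris pH 8.0 buffer with MgCl2, Tween-20, BSA, BME | Schedule: 90 min reaction incubation at room temperature, dark | Technique: Resazurin-to-resorufin fluorescence via G6PDH and diaphorase coupling, 525/613 nm | Controls: DMSO wells with and without enzyme mix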
SENP6 inh = SENP6 protease inhibition. 330,000 tested, 1.8% active. inhibition, % at 10 µM. Recombinant SENP6 catalytic domain, aminoluciferin luminescence. AID 2599;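 active = inhibition above about 50% at the single tested dose, limit read from the data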;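 also: plate controls were DMSO wells with enzyme for no effect and DMSO wells lacking enzyme for full effect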
beta cell repl = MIN6 beta-cell proliferation induction; MIN6 cells proliferation, ATPlite luminescence, 48 h; cells starved in 0.2% serum; 100% = growth in 10% serum; 330,000 tested, 0.29% active; proliferation, % at 10 µM;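 active = compounds whose signal lies at least 3.5 SD above the mean of all wells on their plate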;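 also: 0% = DMSO-treated cells in low-serum medium and 100% = 10% serum control; some compounds called inactive have numbers as strong as hits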
SENP8 block-1 = SENP8 protease inhibition. 330,000 tested, 1.2% active. purified SENP8, Z-RLRGG-aminoluciferin cleavage, luminescence. AID 2540. Q96LD8. inhibition, % at 10 µM; in the data active = inhibition above about 50%
Target sequence (Q96LD8 whole entry, looked up): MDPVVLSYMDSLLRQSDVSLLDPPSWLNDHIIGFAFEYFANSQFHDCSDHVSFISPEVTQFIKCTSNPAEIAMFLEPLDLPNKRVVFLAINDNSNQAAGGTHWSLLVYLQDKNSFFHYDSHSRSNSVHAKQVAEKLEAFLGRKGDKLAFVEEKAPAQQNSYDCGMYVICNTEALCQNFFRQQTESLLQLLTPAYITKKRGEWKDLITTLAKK
SENP8 block-2 = SENP8 (human) protease inhibition. Q96LD8. inhibition, % at 20 µM. recombinant SENP8, Nedd8 substrate fluorescence. 360,000 tested, 0.64% active. AID 602440; in the data active = inhibition mostly above about 40%, no sharp cut-off; inactive = mostly below about 27%
PfGluPho inh = PfG6PD (Plasmodium falciparum) enzyme inhibition | inhibition, % at 20 µM | AID 504690 | PfGluPho enzyme, NADPH resazurin-diaphorase fluorescence | 350,000 tested, 0.78% active;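 active = inhibition reaching at least a set limit at 20 µM in the primary screen, cut at about 59% in these data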;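 also: 0% = DMSO wells with substrate and 100% = DMSO wells lacking glucose-6-phosphate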
Starred values were filed as active, the others as inactive; x = not tested or not shown.

Every second line gives: beta cell repl | SENP6 inh | UBC13 polyUb | HKDC1 inhibitor | SENP8 block-1 | SENP1 FRET inh | SENP7 inh | SENP8 block-2 | PfGluPho inh
> Cc1cc(Cl)ccc1OC(C)C(=O)Nc1ccc([N+](=O)[O-])cn1 (stereo not drawn)
 : -2.3 | -5.8 | -10.3 | 15.8 | -7.0 | 3.7 | -0.7 | 24.5 | 18.2
> CN(NC(=O)NN)c1ncc(C(F)(F)F)cc1Cl
 : 0.3 | -16.9 | -6.9 | -0.3 | -14.9 | 2.0 | -4.4 | 13.0 | -11.2
> COc1ccc(NC(=O)CCN2CCCCC2)cc1
 : -0.9 | -5.7 | -2.2 | -8.2 | -0.5 | 1.9 | 0.7 | 4.1 | -8.0
> Cc1ccc(CNc2ncnc(N)c2[N+](=O)[O-])cc1
 : 7.8* | -12.4 | 0.9 | 1.7 | -23.7 | 2.2 | 19.3 | 18.3 | -0.8
> N#C/C(=C\c1ccccc1)C(=O)NCc1ccc(F)cc1
 : 0.0 | -9.8 | 4.6 | 6.5 | 3.3 | 1.0 | 5.4 | 9.4 | -3.2
> COc1cc(NC(=O)Nc2cccc(C(C)=O)c2)cc(OC)c1OC
 : -1.8 | 1.7 | 11.5 | 6.7 | 4.2 | 0.9 | -8.1 | 5.3 | 11.7
> O=C(COc1cccc(NC(=O)c2ccco2)c1)c1ccccc1
 : -1.3 | 24.9 | 4.0 | -2.5 | -3.6 | -0.7 | 8.5 | 5.7 | -3.7
> COC(=O)c1c(C)oc(C)c1S(=O)(=O)N1CCCC1
 : 1.2 | -2.2 | 0.4 | -0.6 | -5.9 | 1.1 | -5.9 | 18.0 | 0.1
> CCOc1ccc(NC(=O)c2nn(-c3ccc(OC)cc3OC)c(=O)c3ccccc23)cc1
 : -0.3 | -3.9 | 0.0 | x | 0.2 | x | 0.6 | x | x
> O=C(CSCc1ccc(Cl)cc1)NCCSCc1ccco1
 : -0.4 | -14.5 | 9.7 | 0.0 | 1.4 | -0.5 | -3.6 | 18.0 | -5.4
> O=[N+]([O-])c1ccccc1OCCN1CCCC1
 : -0.1 | -7.9 | -9.6 | -4.0 | 7.5 | -0.9 | 4.9 | 0.5 | 8.4
> CCNC(=S)NCc1ccco1
 : -1.8 | -21.6 | -2.1 | 5.4 | -1.2 | -1.1 | 3.7 | 13.1 | 6.6
> CN(C(=O)c1cccc(NC(=O)Cc2ccc(NC(=O)C3CCN(C(=O)c4ccccc4)CC3)cc2)c1)C1CC1
 : x | x | x | 6.8 | x | 1.2 | x | 10.1 | -8.8
> CCOC(=O)C1=C(CS(=O)(=O)c2ccccc2)NC(=O)NC1c1ccccc1OC (stereo not drawn)
 : 3.7 | 0.6 | 9.5 | -3.6 | -6.8 | 4.8 | -0.8 | 13.8 | -3.0
> CC(=O)N1CCN(C2c3cccc4cccc(c34)C2NS(=O)(=O)c2ccccc2)CC1 (stereo not drawn)
 : -1.5 | -6.2 | 0.5 | -49.4 | -4.6 | 0.9 | -7.5 | 26.1 | -22.4
> CCCCn1c(N)c(N(CC(C)C)C(=O)C2CCN(S(=O)(=O)c3ccc(C)cc3)CC2)c(=O)[nH]c1=O
 : 2.4 | -18.4 | -7.9 | -5.5 | -10.2 | -2.1 | 10.2 | -1.6 | 2.0
> O=C(CCNC(=O)c1ccccc1Cl)NCc1cccnc1
 : 6.2 | -7.5 | 0.6 | -7.5 | 3.3 | 0.1 | 11.2 | -5.4 | 3.9
> O=C(O)CCCC(=O)Nc1ccc(Sc2ccc([N+](=O)[O-])cc2)cc1
 : -0.4 | 10.2 | -4.6 | -1.8 | 8.7 | 0.2 | 2.8 | 20.2 | -18.7
> C=CCn1c(Cc2ccccc2)n[nH]c1=S
 : -0.3 | -11.1 | 12.0 | 1.6 | 3.1 | 1.4 | 6.9 | 3.2 | 23.9
> CC(=O)N1CCc2cc(S(=O)(=O)CCC(=O)Nc3ccccc3F)ccc21
 : 1.5 | -8.0 | 7.6 | -5.9 | -5.7 | 0.6 | -1.6 | 6.4 | -3.2
> O=C(NCc1ccccn1)C1CC(c2ccccc2Cl)=NO1 (stereo not drawn)
 : -1.4 | -2.3 | 11.4 | -4.8 | -0.5 | 1.1 | -3.3 | 1.2 | -17.8
> COc1ccc(NC(=O)c2ccc3ccccc3c2OC)cc1
 : 6.3 | 36.0 | 5.0 | 1.9 | 23.7 | 3.2 | 40.4 | 6.9 | 30.4
> Cc1cccc(N2CCN(C(=O)NCc3ccc(F)cc3)CC2)c1C
 : -1.9 | -16.3 | 3.3 | -0.6 | -5.5 | 0.4 | 1.6 | 8.2 | 7.0
> NC(=O)c1ncn([C@@H]2O[C@H](CO)[C@@H](O)[C@H]2O)c1O
 : -2.2 | -16.0 | 9.4 | -1.8 | 5.8 | -0.5 | 1.8 | 4.2 | -8.6
> Cc1cccnc1CCNC(=O)CC1C(=O)NCCN1CC1CCCCC1 (stereo not drawn)
 : -2.0 | 2.3 | 0.0 | -1.9 | 1.9 | -5.0 | 1.2 | -58.5 | -3.1
> O=C(Nc1ccc2nc3ccccc3nc2c1)c1ccc(Br)cc1
 : 0.0 | -7.9 | -1.8 | 6.6 | 5.3 | -23.2 | -0.2 | -300.6 | 20.8
> O=C(O)c1ccc(S(=O)(=O)N(CCc2ccccc2)Cc2ccc(Cl)cc2)cc1
 : -2.7 | -12.2 | -10.1 | -1.1 | -2.3 | 0.1 | 2.7 | 12.4 | -44.9
> CC(C)CCN1CCC(C)(NC(=O)c2ccccc2)C1=O (stereo not drawn)
 : -2.0 | -5.8 | -21.3 | -5.2 | -7.3 | 2.6 | 0.3 | 10.0 | -13.8
> O=C(CN1C(=O)NC2(CCCC2)C1=O)Nc1cc(C(F)(F)F)ccc1N1CCOCC1
 : -2.6 | -4.3 | 1.0 | 1.1 | 2.6 | 0.3 | 2.1 | 3.9 | 9.3
> Cc1ccc(CN2CCC(N3CCC(C(=O)NCC4CCCO4)CC3)CC2)o1 (stereo not drawn)
 : -1.7 | 1.2 | 5.5 | -12.8 | -0.9 | -1.4 | 7.1 | 9.9 | -13.3

Other results.
Every second line gives: beta cell repl | SENP6 inh | UBC13 polyUb | HKDC1 inhibitor | SENP8 block-1 | SENP1 FRET inh | SENP7 inh | SENP8 block-2 | PfGluPho inh
> CCCCn1c(N)c(N(CC)C(=O)C2=NN(c3ccccc3)C(=O)CC2)c(=O)[nH]c1=O
 : -1.2 | 14.8 | -11.8 | 6.9 | -7.9 | -1.6 | 8.0 | 6.9 | 17.9
> O=C(O)CC(NS(=O)(=O)c1ccc(Br)cc1)c1ccco1 (stereo not drawn)
 : 2.0 | -3.8 | 10.3 | 10.5 | -3.3 | 3.1 | 1.9 | 7.5 | -14.1
> Cc1c(CC(=O)O)c(=O)oc2c(C)c(OCc3ccccc3)ccc12
 : -6.5 | 17.6 | 1.9 | -3.3 | 1.7 | 0.7 | -4.8 | -270.1 | -28.9
> CC(C)=NNC(=O)CN1C(=O)NC2NC(=O)NC21 (stereo not drawn)
 : 0.0 | -4.2 | 9.8 | -12.1 | -3.8 | -0.7 | -1.1 | 7.7 | -7.9
> Cc1ccc(C(=O)NC(=S)Nc2ccc(CN3CCCCC3)cc2)c(C)c1
 : -3.0 | 3.2 | 5.3 | -7.6 | 0.8 | 0.3 | -8.2 | 15.1 | 31.3
> Cc1cc(C(F)(F)F)n2nc(C)c(-c3ccc(Cl)cc3)c2n1
 : 0.0 | -12.1 | -15.3 | -0.7 | -9.6 | 1.4 | -5.9 | 15.5 | 3.0
> O=C(OCc1nnc(-c2ccc([N+](=O)[O-])cc2)o1)C1CC(=O)N(CCc2ccccc2)C1 (stereo not drawn)
 : -3.2 | 2.0 | -12.1 | -3.5 | 2.0 | 0.3 | 0.1 | -4.3 | 7.9
> O=C(O)c1cccc(N/N=C/c2ccc(F)c(F)c2)c1
 : -0.1 | 100.7* | -10.0 | -4.6 | 94.4* | 0.5 | 2.2 | -19.4 | 1.2
> CCOC(=O)c1nn(-c2ccc(C)cc2)c(=O)c2c(N)scc12
 : 4.6 | 21.6 | -18.7 | 7.3 | 3.0 | 0.1 | 8.3 | 13.8 | 39.8
> CCOC(=O)CCSCC(=O)Nc1cc(C)on1
 : -0.5 | -2.2 | 0.2 | -2.5 | 4.2 | 0.5 | 5.1 | 19.4 | -1.6
> O=C(CCc1[nH]c2ccccc2c1Sc1ccccc1)NCCO
 : 4.1 | -17.2 | 4.6 | -8.3 | 1.5 | 1.7 | 5.8 | 6.0 | 2.4
> O=c1c2ccccc2nc(SCc2ccccc2F)n1C1CCCC1
 : -2.7 | -4.0 | -0.9 | 1.3 | 6.0 | 2.2 | 1.9 | 20.1 | -0.8
> COc1ccc(C2N=C(N)N=C(N)N2c2ccc(C)cc2)cc1 (stereo not drawn)
 : -0.6 | 0.6 | 7.9 | -10.9 | 2.2 | 0.8 | 4.0 | 8.9 | 4.9
> COc1ccc(OC)c(N(CC(=O)NCc2cccnc2)S(C)(=O)=O)c1
 : 0.7 | 8.2 | -0.1 | -5.9 | 1.6 | 3.1 | 2.6 | 18.5 | 3.6
> COc1ccc(C(CNC(=O)c2sccc2C)N2CCOCC2)cc1 (stereo not drawn)
 : -0.1 | -8.7 | 1.8 | -6.4 | 13.3 | -0.3 | -4.2 | 11.4 | -8.7
> CCOC(=O)c1cc(-c2ccc(OC)cc2F)nc2c1c(C)nn2CCC#N
 : -1.4 | -19.9 | 48.8* | 15.7 | 8.4 | 1.6 | -1.7 | -319.3 | 17.9
> CNC(=O)COC(=O)c1nc(-n2nc(C)cc2C)ccc1Cl
 : 1.6 | -6.4 | -2.2 | 13.5 | 11.3 | 0.4 | 6.7 | 4.4 | 9.2
> CC(=O)N1CC2(c3ccccc3)CN(C(C)=O)CC(c3ccccc3)(C1)C2=O
 : 0.2 | 69.8* | 20.4 | -0.3 | 0.8 | 0.9 | 0.5 | 15.7 | -10.9
> Cc1ccc(C(C(=O)NCc2ccccc2)N(C(=O)c2ccccn2)c2ccccc2)o1 (stereo not drawn)
 : -0.9 | -32.2 | -2.6 | -7.1 | -11.2 | 1.3 | -0.4 | 12.6 | -9.9
> CCOc1ccccc1NC(=O)Cn1ncc2ccc([N+](=O)[O-])cc21
 : -2.2 | -15.1 | 5.5 | 1.4 | -4.0 | 2.2 | -2.1 | 18.5 | 11.0

Entries of single compounds as entered above:
Results for CCOC(=O)CCSCC(=O)Nc1cc(C)on1 : beta cell repl = -0.5; SENP6 inh = -2.2; UBC13 polyUb = 0.2; HKDC1 inhibitor = -2.5; SENP8 block-1 = 4.2; SENP1 FRET inh = 0.5; SENP7 inh = 5.1; SENP8 block-2 = 19.4; PfGluPho inh = -1.6
Results for O=C(O)CC(NS(=O)(=O)c1ccc(Br)cc1)c1ccco1 (stereo not drawn) : beta cell repl = 2.0; SENP6 inh = -3.8; UBC13 polyUb = 10.3; HKDC1 inhibitor = 10.5; SENP8 block-1 = -3.3; SENP1 FRET inh = 3.1; SENP7 inh = 1.9; SENP8 block-2 = 7.5; PfGluPho inh = -14.1

Some values from the list:
O=c1c2ccccc2nc(SCc2ccccc2F)n1C1CCCC1 in SENP7 inh = 1.9
COc1ccc(OC)c(N(CC(=O)NCc2cccnc2)S(C)(=O)=O)c1 in SENP8 block-2 = 18.5
CCOC(=O)CCSCC(=O)Nc1cc(C)on1 in HKDC1 inhibitor = -2.5
Cc1ccc(C(=O)NC(=S)Nc2ccc(CN3CCCCC3)cc2)c(C)c1 in UBC13 polyUb = 5.3
CNC(=O)COC(=O)c1nc(-n2nc(C)cc2C)ccc1Cl in beta cell repl = 1.6
Cc1c(CC(=O)O)c(=O)oc2c(C)c(OCc3ccccc3)ccc12 in PfGluPho inh = -28.9
